# Source: PubChem BioAssay (several laboratories)
# HTR1E antagonist – 5-HT1E receptor antagonists, primary screen, cell-based, HTS; inhibition, % at 6 µM; CHO 5-HT1E Ga15 NFAT-bla reporter, FRET, antagonist; AID 571, 2007; actives 0.99% (n = 65,000);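 active = inhibition above a set limit, the mean inhibition across every tested compound plus 3 SD, cut at about 29% in these data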;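 also: signal is the 460 over 535 nm emission ratio of beta-lactamase substrate; 0% = agonist plus DMSO wells and 100% = wells without agonist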
# Her2 expr inh – inhibitors of Her2 protein expression, primary screen, SKBR-3 cells, AlphaScreen, 66K library. Receptor tyrosine-protein kinase erbB-2 (Homo sapiens), P04626. SKBR-3 HER2 protein level, 18-24 h; hits give low values. HER2 level % of control, % at 10 µM. actives 0.69% (n = 65,000);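 active = HER2 level under 5% of the carrier-only control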;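 also: 100% = DMSO carrier and 0% = 500 nM PU-H71 HSP90 inhibitor; lower value means stronger loss of Her2 protein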
# 5HT1E ag – 5-HT1E receptor agonists, primary screen, cell-based, HTS | 5-hydroxytryptamine receptor 1E (Homo sapiens), P28566 | CHO 5-HT1E Ga15 NFAT-bla reporter, FRET; 0% DMSO wells, 100% control agonist wells | activation, % at 6 µM | actives 0.69% (n = 65,000) | AID 574, 2007;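 active = activation above a set limit, the screen-wide mean activation plus 3 SD, cut at about 8.5% in these data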;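 also: 100% = positive control agonist at 1 µM giving full maximal response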
# MMP13 inh – human MMP13 inhibitors, primary screen, biochemical, FRET peptide cleavage. Collagenase 3 (Homo sapiens), P45452. MMP-13 fTHP FRET cleavage, Mca fluorescence. inhibition, % at 4 µM. actives 0.07% (n = 65,000);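 active = inhibition above the mean of compound-free control plate wells plus 3 SD, cut at about 14% in these data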;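 also: 0% = DMSO wells and 100% = wells with reference MMP-13 inhibitor after basal subtraction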
# Abs 340nm – compound light absorbance at 340 nm, profiling panel, artefact control, biochemical, MLSMR library, data from PS, PMK, MK assays; compound absorbance at 340 nm, fold over control; fold change at 10 µM; 65,000 tested, under 10 active;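 active = at 10 µM dose, initial 340 nm absorbance at least 2 fold that of control wells; inactive = change under 2 fold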;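 also: initial absorbance extrapolated from kinetic A340 decline of NADH oxidation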
# S1P3 agonist – human S1P3 receptor agonists, primary screen, cell-based, primary and confirmation, NFAT-BLA reporter; actives 0.1% (n = 60,000); S1P3 NFAT-BLA reporter cells, agonism, FRET ratio; relative to 1 µM S1P, basal subtracted; AID 373, 2006; activation, % at 4.5 µM; Sphingosine 1-phosphate receptor 3 (Homo sapiens), Q99500;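 active = activation above the screen-wide mean plus 3 SD, cut at about 4.5% in these data, passing the limit was not always enough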; also: some compounds called inactive have numbers as strong as hits
#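 Measure – % activation relative to 1 µM S1P (100%), per plate · System – stable CHO line with human S1P3, Gα16, NFAT-BLA reporter · Timing – cells plated overnight, compound 4 h 37 °C, substrate 2 h RT · Technique – fluorescent BLA substrate, ex 405 nm, em 460/535 nm ratio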
# S1P1 ag-PAM – S1P1 agonists and agonism potentiators, primary screen, cell-based, primary and confirmation screens, CRE-bla reporter; S1P1 CRE-bla cells, forskolin, beta-lactamase FRET, potentiator mode; S1P1 agonist co-added at EC20, 2 nM; 100% = saturating reference agonist, 0% = basal; activation, % at 9.5 µM; actives 0.57% (n = 56,000);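 active = activation above a cutoff set at the mean activation of all tested compounds plus 3 SD, cut at about 54% in these data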;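 also: forskolin at 4 µM as EC80 and the EC20 agonist is SEW2871; 100% = SEW2871 at its EC100 plus forskolin at EC80; some compounds past the cut are filed as inactive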
# Target sequence (P21453 whole entry, looked up): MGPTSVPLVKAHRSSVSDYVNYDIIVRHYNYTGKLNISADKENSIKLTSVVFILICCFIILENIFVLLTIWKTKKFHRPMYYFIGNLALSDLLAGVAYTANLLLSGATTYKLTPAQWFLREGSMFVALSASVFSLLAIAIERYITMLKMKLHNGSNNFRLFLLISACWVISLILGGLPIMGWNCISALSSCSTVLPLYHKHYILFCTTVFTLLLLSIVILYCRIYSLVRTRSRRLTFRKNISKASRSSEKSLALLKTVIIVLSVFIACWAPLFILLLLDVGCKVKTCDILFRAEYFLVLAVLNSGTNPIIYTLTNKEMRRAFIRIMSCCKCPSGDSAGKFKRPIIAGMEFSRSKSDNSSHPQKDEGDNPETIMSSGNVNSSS
# Fluor 339 460 – intrinsic fluorescence of library compounds, ex339/em460 – biochemical, MLSMR library, data from DPM-DC assay, artefact control, profiling panel. compound autofluorescence, ex339/em460 nm, NADH buffer; hits give high values; 1 = no-compound wells, NADH background. fluorescence fold increase at 10 µM. AID 709, 2007. actives 5.5% (n = 65,000);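 active = at 10 µM, mean starting fluorescence two-fold or more over control wells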;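 also: signal is the first read of a kinetic run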
# 5HT1a antag – human 5-HT1a receptor antagonists, primary screen, cell-based, CHO, Ga15 NFAT-bla reporter | actives 0.68% (n = 62,000) | 5-hydroxytryptamine receptor 1A (Homo sapiens), P08908 | CHO 5-HT1a Ga15 NFAT-bla reporter, antagonist mode | AID 612, 2007 | inhibition, % at 10 µM;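 active = inhibition above the mean of all tested compounds plus 3 SD, cut at about 43% in these data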;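 also: receptor stimulated by 5-CT agonist at 100 nM near EC80; beta-lactamase reporter measured by ratiometric fluorescence of a cleavable substrate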
# Target sequence (P08908 whole entry, looked up): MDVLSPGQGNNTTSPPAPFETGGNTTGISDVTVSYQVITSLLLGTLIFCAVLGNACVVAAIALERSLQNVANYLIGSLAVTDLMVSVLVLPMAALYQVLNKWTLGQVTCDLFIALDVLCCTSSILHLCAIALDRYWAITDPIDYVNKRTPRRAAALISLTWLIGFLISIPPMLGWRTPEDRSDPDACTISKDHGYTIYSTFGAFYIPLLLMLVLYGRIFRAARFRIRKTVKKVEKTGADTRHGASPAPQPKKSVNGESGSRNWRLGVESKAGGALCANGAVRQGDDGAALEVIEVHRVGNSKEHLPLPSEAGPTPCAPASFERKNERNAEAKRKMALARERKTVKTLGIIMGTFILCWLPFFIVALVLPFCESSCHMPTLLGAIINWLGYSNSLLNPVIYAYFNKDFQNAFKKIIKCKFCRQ
# Numbers without * were called inactive; . = no result given; [ ] = dose if it differs, or a comment.
HTR1E antagonist	Her2 expr inh	5HT1E ag	MMP13 inh	Abs 340nm	S1P3 agonist	S1P1 ag-PAM	Fluor 339 460	5HT1a antag	SMILES
4	93	0.8	0	0.99	-0.2	-21	1	0	Cc1cc(C)cc(-n2ccnc2SCC(=O)Nc2ccc3c(c2)OCCO3)c1
-8	97	-0.9	-2	1	0.2	-2	1.2	3	CCN(Cc1ccccc1)C(c1cc2cc(C)ccc2[nH]c1=O)c1nnnn1CCOC (configuration not stated)
32*	89	2.0	-359[fluorescence artefact?]	1.1	-0.2	.	2.2*	6	CNC(=O)c1ccc(-c2sc3nc(N4CCOCC4)c4c(c3c2N)CCCC4)o1
0	61	-1.1	-4	1	-0.6	4	1	2	C=CCn1c(SCC(=O)c2cc(C)n(C(C)COC)c2C)nc2sc(C)c(C)c2c1=O (configuration not stated)
-2	94	0.3	1	0.99	-1.2	-31	1	11	COC(=O)c1cccc(NC(=O)Cc2coc3cc(OC)ccc23)c1
-7	102	0.3	-28	0.98	-1.0	-11	1.1	2	c1ccc(-c2nc3ccccc3o2)nc1
3	96	-1.1	0	0.99	-2.2	11	1.1	15	c1ccc(OCCSc2nnnn2C2CCCCC2)cc1
-11	77	1.8	-15	1.1	0.6	11	1.5	12	c1ccc(-c2nc3nc4ccccc4nc3n2Cc2ccco2)cc1
2	96	1.9	2	1.1	-0.6	35	1	8	Cc1sc(NC(=O)COc2cccc(-n3cnnn3)c2)c(C#N)c1C
0	96	-0.4	-5	1	-0.2	12	1	4	O=C(c1ccco1)N1CCN(C(=O)c2snc3ccc(Cl)cc23)CC1
-4	103	0.3	-1	0.99	-0.5	-1	1	.	CC1CNCCN1S(=O)(=O)c1cccc2cnccc12 (configuration not stated)
-10	94	-0.4	0	1	0.3	-19	1.2	35	COc1ccc2c(c1)C(C)=CC(C)(C)N2C(=O)CNCc1ccc2c(c1)OCO2

# Next part:
HTR1E antagonist	Her2 expr inh	5HT1E ag	MMP13 inh	Abs 340nm	S1P3 agonist	S1P1 ag-PAM	Fluor 339 460	5HT1a antag	SMILES
7	103	-1.8	1	1	-0.1	16	1.1	6	O=C(CSc1ccccc1)N1CCN(c2ccccc2)CC1
-15	104	-0.4	-1	0.99	-0.3	-29	1	-5	COCCNC(=O)C(c1cccc(OC)c1)N(C(=O)Cn1nnc2ccccc21)c1cccnc1 (configuration not stated)
-8	61	0.4	-23	1	-0.5	8	1.7	21	CCOc1ccc2[nH]c(=O)c(CN(Cc3ccc(F)cc3)C(=O)c3ccco3)cc2c1
-1	111	1.2	5	1	-0.6	2	1.1	52*	COc1cccc(OCC(O)CN2CCC(Cc3ccccc3)CC2)c1 (configuration not stated)
0	96	-0.4	1	1	0.6	4	1.1	1	NC(=O)c1ccsc1NC(=O)COC(=O)C1CCCN1C(=O)c1cccs1 (configuration not stated)
19	113	0.5	6	1.1	-0.6	21	2.2*	-22	COC(=O)/C(=C1/Oc2cc3c(cc2S1)OCO3)C(F)(F)F
5	97	-0.3	4	1	-0.5	0	1.1	-5	Brc1ccccc1OCCCN1CCOCC1
-9	93	-1.7	-12	1	-0.5	-4	1.5	3	Cc1ccc(S(=O)(=O)Nc2ccc3c(c2)nc2n3CCN(Cc3ccccc3)C2)cc1
1	92	0.4	-2	1	-0.2	15	1	17	Fc1ccc(NCc2nnc(SCc3nnc(-c4ccccc4)o3)n2Cc2ccccc2)cc1
74*	51	-1.6	4	1	-2.2	-19	1.1	80*	CCOC(=O)c1ccccc1NC(=O)Cn1c(-c2nonc2N)nc2ccccc21
-7	96	0.3	-3	0.98	.	.	1.1	4	CC(=O)N1CCc2cc(S(=O)(=O)NCCC(=O)N3CCN(c4ccccn4)CC3)ccc21
11	116	-0.1	-3	1	-2.8	-18	1.1	.	CSc1nnc2n(C3CCCCC3)c(=O)c3c4c(sc3n12)CCCC4

# More records.
HTR1E antagonist	Her2 expr inh	5HT1E ag	MMP13 inh	Abs 340nm	S1P3 agonist	S1P1 ag-PAM	Fluor 339 460	5HT1a antag	SMILES
-10	79	-0.7	0	1	-0.2	-17	1.1	-3	COc1ccccc1NC(=O)N1CCCC1C(=O)NC12CC3CC(CC(C3)C1)C2 (configuration not stated)
-4	107	-0.3	-2	1	-0.1	.	1.1	-1	O=C(NCCc1ccccc1)NC1CCCCC1
3	87	0.3	-3	1.1	-0.6	.	1.3	7	CCOC(=O)c1cnc2ccc(C(=O)OC)cc2c1NCCN1CCOCC1
-13	33	0.2	6	1.2	-1.6	14	0.91	-2	O=C(COc1ccccc1F)c1ccc(O)cc1O
-5	94	-0.8	1	1	-0.6	-2	1.1	-1	CS(=O)(=O)N(CC(=O)N1CCN(c2ccccc2F)CC1)c1cccc(C(F)(F)F)c1
-1	89	0.3	-3	1.3	-0.8	-17	0.98	-3	Cc1noc(/C=C/N(C)C)c1S(=O)(=O)N1CCCC(C(=O)NCc2ccc(F)cc2)C1 (configuration not stated)
2	101	0.4	0	0.95	-1.0	-10	1.1	-6	CCCn1c(SCC(=O)Nc2nnc(C(C)C)s2)nc2c1c(=O)n(C)c(=O)n2C
2	84	-0.1	3	1.1	.	.	1.1	13	CCOc1ccc(OCC)c(NC(=O)C2CCN(S(=O)(=O)c3c(C)noc3C)CC2)c1
-4	103	0.6	2	0.99	0.5	-17	0.99	-18	CN(C=O)CP(=O)(O)CCN1CCCC1=O
-2	114	0.9	10	0.99	-1.0	-5	1.1	12	Cc1ccc(CSC2=NCCN2C(=O)c2ccco2)cc1
1	126	-2.0	-21	1.1	.	.	2.3*	29	CCOC(=O)Cc1c(C)c2c(C)nn(-c3ccccc3)c2oc1=O
-6	106	-0.3	-4	1	-1.2	-3	1.1	-6	Cc1ccc(S(=O)(=O)NCC(=O)N2CCC(C)CC2)cc1

# More records follow.
HTR1E antagonist	Her2 expr inh	5HT1E ag	MMP13 inh	Abs 340nm	S1P3 agonist	S1P1 ag-PAM	Fluor 339 460	5HT1a antag	SMILES
-2	55	1.4	-54	1.1	-0.6	-17	3.2*	10	Cc1cccc(-n2cnc3c(c2=O)c2nc4ccccc4nc2n3Cc2ccco2)c1
8	140	-0.4	-4	1	0.4	-26	1	-7	CC1(C)CC(=O)C=C(NCCCNC2CCCCC2)C1
-14	122	-0.6	3	0.99	-0.5	-17	1.1	-10	CCC(=O)N1CCc2cc(S(=O)(=O)CCC(=O)Nc3c(C)n(C)n(-c4ccccc4)c3=O)ccc21
13	92	-0.7	3	1	0.4	-8	1.1	13	COc1cc(NC(=O)Cn2ncc3c2-c2ccccc2OC3)cc(OC)c1OC
-9	44	1.1	-8	1	-1.0	-24	1.1	-8	C=CCSc1nnc(-c2ccc(Cl)cc2Cl)o1
-10	91	1.0	6	1	.	.	1	-5	COc1cc(NS(=O)(=O)c2ccc(F)cc2)c(OC)cc1NC(=O)C1CC1
-5	109	0.6	-1	1	0.3	-28	1	-12	CCOC(=O)c1nc2nc(C)cc(=O)n2[nH]1
-6	120	1.5	5	1	-1.2	-6	0.96	3	O=C(CSc1ccc2nnc(-c3ccncc3)n2n1)Nc1ccccc1F
2	69	0.1	3	1	-0.2	12	1	-5	COc1ccc(-c2cn3c(n2)CCC3)cc1
-1	97	0.6	-12	1	1.0	-12	1	-12	COc1ccccc1C(=O)Nc1ccc(S(=O)(=O)N2CCOCC2)cc1
12	46	1.9	-3	1	-1.7	18	1.1	6	CCOC(=O)N1CCN(C(=O)C2CCCN(Cc3nc(-c4ccc(Cl)cc4)oc3C)C2)CC1 (configuration not stated)
-6	123	0.0	-382[fluorescence artefact?]	1	-1.6	-8	2.5*	.	Cc1c(O)c(CN2CCCC(C)C2)cc2c3c(c(=O)oc12)CCC3 (configuration not stated)

# Look-ups from the entries so far.
# O=C(CSc1ccc2nnc(-c3ccncc3)n2n1)Nc1ccccc1F in MMP13 inh reads 5
# CCOC(=O)c1cnc2ccc(C(=O)OC)cc2c1NCCN1CCOCC1 in 5HT1E ag reads 0.3
# c1ccc(OCCSc2nnnn2C2CCCCC2)cc1 in Her2 expr inh reads 96

# More results follow:
HTR1E antagonist	Her2 expr inh	5HT1E ag	MMP13 inh	Abs 340nm	S1P3 agonist	S1P1 ag-PAM	Fluor 339 460	5HT1a antag	SMILES
5	88	-0.6	4	0.99	-0.1	-2	1	-1	CC1(C)C(c2cccs2)=NC(c2ccccc2)N1O (configuration not stated)
3	91	-0.6	-6	1	-1.7	-15	1.1	-5	CCOC(=O)C1CCCN(C(=O)C2CCCN(S(=O)(=O)c3ccc4c(c3)oc(=O)n4C)C2)C1 (configuration not stated)
-9	100	0.5	-2	1	0.6	-16	1.1	-8	Cc1cc(C)nc(NS(=O)(=O)c2ccc(NC(=O)CCCN3C(=O)c4ccccc4C3=O)cc2)n1
20	84	-0.4	-6	1	-1.5	49	1.1	26	O=C1CCCN1c1ccc(S(=O)(=O)N2CCC(c3ccccc3)CC2)cc1
-3	99	-0.2	-8	1	-0.6	12	1.1	10	COC(=O)Cn1nc(-c2ccccc2)c2ccccc21
-13	126	-0.5	-1	1	-0.2	5	0.84	-2	CC(=O)c1c(C)[nH]c(C(=O)Nc2ccc(C)cn2)c1C
-6	71	0.6	-2	1.1	-4.0	6	1.1	.	CCCCOC(=O)CSC1=C(C#N)C(c2ccc3c(c2)OCO3)CC(=O)N1 (configuration not stated)
4	136	-0.2	-4	1.1	0.1	0	1.1	-7	Cn1c(SCC(=O)NCc2cccs2)nnc1-c1ccncc1

# Of the compounds above, these have a thiophene ring, fused or not:
HTR1E antagonist	Her2 expr inh	5HT1E ag	MMP13 inh	Abs 340nm	S1P3 agonist	S1P1 ag-PAM	Fluor 339 460	5HT1a antag	SMILES
32*	89	2.0	-359[fluorescence artefact?]	1.1	-0.2	.	2.2*	6	CNC(=O)c1ccc(-c2sc3nc(N4CCOCC4)c4c(c3c2N)CCCC4)o1
0	61	-1.1	-4	1	-0.6	4	1	2	C=CCn1c(SCC(=O)c2cc(C)n(C(C)COC)c2C)nc2sc(C)c(C)c2c1=O (configuration not stated)
2	96	1.9	2	1.1	-0.6	35	1	8	Cc1sc(NC(=O)COc2cccc(-n3cnnn3)c2)c(C#N)c1C
0	96	-0.4	1	1	0.6	4	1.1	1	NC(=O)c1ccsc1NC(=O)COC(=O)C1CCCN1C(=O)c1cccs1 (configuration not stated)
11	116	-0.1	-3	1	-2.8	-18	1.1	.	CSc1nnc2n(C3CCCCC3)c(=O)c3c4c(sc3n12)CCCC4
5	88	-0.6	4	0.99	-0.1	-2	1	-1	CC1(C)C(c2cccs2)=NC(c2ccccc2)N1O (configuration not stated)
4	136	-0.2	-4	1.1	0.1	0	1.1	-7	Cn1c(SCC(=O)NCc2cccs2)nnc1-c1ccncc1
